# Compound activity (PubChem)
# E-sel inducer = induces E-selectin expression in human endothelial cells. P16581. AID 686992. HUVEC E-selectin immunofluorescence imaging; normalized: neutral wells 0, TNF-alpha wells 100. activation, % at 7.58 µM. hit rate 0.37% among 260,000;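 active = mean E-selectin-positive cell signal at least 10% of the positive control, reached in at least 60% of replicates, without over 20% cell loss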;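 also: in these data hits start at about 27%; measured in HUVEC primary endothelial cells; signal is the percent of cells scored E-selectin positive by PE staining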
#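 System: HUVEC, human umbilical vein endothelial cells; quantity: 3,000 cells/well; buffer or medium: EGM-2 medium, gelatin-coated wells; dosing: single-point compound dose; detection: immunofluorescence imaging; evaluation: % PE-positive cells; benchmarks: TNF-alpha, DMSO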
# PglD inh = inhibitors of Campylobacter jejuni PglD acetyltransferase; purified PglD enzyme, DTNB colorimetric CoA detection; inhibition, % at 12.5 µM; hit rate 0.098% among 360,000; in the data active = inhibition above about 16%, passing the limit was not always enough; also: strong numbers were not always called active
# PGC1a acetyl inh = lowers PGC1a acetylation signal in U2OS cells; AlphaScreen anti-acetyl-lysine; with virally co-expressed GCN5 acetyltransferase; inhibition, % at 15.6 µM; hit rate 0.17% among 350,000; AID 651687;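 active = every replicate shows inhibition of at least 40%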;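 also: 0% = neutral control wells and 100% = positive control wells; some results beyond the cut were filed as inactive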
# RAD54 branch = inhibitors of human RAD54 branch migration | inhibition, % at 10.4 µM | RAD54 Holliday junction branch migration, FAM/BHQ fluorescence | hit rate 0.14% among 360,000;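 active = mean normalized replicate activity at least 40 and at least half of replicates scoring 40 or more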;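 also: 0% = median of neutral control wells and 100% = median of positive control wells; inhibitors cause a drop in the FAM fluorescence signal; in these data hits start at about 50%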
# Cneo AK release = Cryptococcus neoformans lysis via adenylate kinase release; lysis activity, % at 15 µM; AID 651654; C. neoformans lysis, adenylate kinase release luminescence, 4 h; normalised: neutral wells 0, clomiphene wells 100; hit rate 0.2% among 360,000;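 active = mean lysis activity across replicates of at least 80%, whatever share of replicates individually reach that level; inactive = mean lysis activity below 80%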
#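 read-out = cell lysis signal | test system = log-phase Cryptococcus neoformans yeast cells | input = cells at 5 × 10^6 per mL | medium = fresh YPD growth medium | signal = luminescent adenylate kinase detection reagent | timing = 4 h at 37 °C static, read 1 h later | dosing = single dose | controls = Clomiphene as positive lysis control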
# RAD52 anneal inh = blocks human RAD52 DNA annealing | P43351 | recombinant RAD52 DNA annealing, FRET fluorescence | inhibition, % at 18.7 µM | hit rate 0.46% among 360,000 | AID 651710;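 active = every replicate showing at least 50% inhibition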
# Target sequence (P43351 whole entry, looked up): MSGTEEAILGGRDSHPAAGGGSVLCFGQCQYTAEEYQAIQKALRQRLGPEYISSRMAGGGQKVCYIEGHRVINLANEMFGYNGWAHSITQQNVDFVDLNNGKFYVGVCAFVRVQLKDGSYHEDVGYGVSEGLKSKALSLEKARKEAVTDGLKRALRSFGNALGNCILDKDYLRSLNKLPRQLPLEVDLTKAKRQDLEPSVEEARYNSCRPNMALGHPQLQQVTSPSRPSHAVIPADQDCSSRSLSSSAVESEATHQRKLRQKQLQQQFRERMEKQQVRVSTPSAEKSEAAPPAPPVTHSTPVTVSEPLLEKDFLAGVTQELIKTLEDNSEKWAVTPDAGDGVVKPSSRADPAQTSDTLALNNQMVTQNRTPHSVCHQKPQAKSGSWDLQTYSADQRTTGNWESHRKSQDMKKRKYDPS
# ERAP1 HTS inh = ERAP1 (human) enzyme inhibition | Q9NZ08 | recombinant ERAP1, Leu-AMC fluorescence, 60 min | inhibition, % at 10.7 µM | hit rate 0.15% among 340,000 | AID 652197;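 active = mean replicate inhibition of at least 30%, or all replicates individually reaching that 30% level; inactive = mean below 30% and not every replicate reaching it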;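 also: 0% = neutral control wells and 100% = L-leucinethiol positive control wells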
# miR122 inh = inhibitors of miR-122 in Huh7 cells. Huh7 miR-122 Renilla luciferase sensor, 48 h; neutral wells = 0, positive control = 100. activation (reporter increase), % at 12.5 µM. hit rate 0.3% among 340,000. AID 602342;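 active = mean replicate activation score at least 90 and every replicate individually at or above 90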;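 also: higher luciferase means less miR-122 activity so hits act as miR-122 inhibitors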
# * marks the source's active call; other numbers are inactive results; . = not tested or not shown; [ ] = remark or other dose.
SMILES,E-sel inducer,PglD inh,PGC1a acetyl inh,RAD54 branch,Cneo AK release,RAD52 anneal inh,ERAP1 HTS inh,miR122 inh
NC(=O)c1cnn2c(-c3cccc(C(F)(F)F)c3)ccnc12,0.1,-2,-17,-5,3,-9,.,-4
C[C@@H]1CN([C@@H](C)CO)C(=O)c2cccc(NC(=O)C3CCOCC3)c2O[C@@H]1CN(C)Cc1ccccc1,0.8,-4,-1,3,45,-7,1,-7[16.7 µM]
Cc1ccc(S(=O)(=O)N2[C@@H](c3ccc(C(C)(C)C)cc3)C(C(=O)O)=CC[C@H]2c2ccc(Cl)c(Cl)c2)cc1,-0.3,-1,-43,7,2,-17,.,2
COC(=O)[C@H]1C[C@H](OC(=O)NC2CC2)[C@@]2(O)CN(S(=O)(=O)c3ccc(C)cc3)CC2[C@H]1C(=O)OC (stereo not given in full),0.1,.,-17,.,.,-4,-1,-4
C[C@H](O)C#Cc1cnc2c(c1)C(=O)N([C@@H](C)CO)C[C@H](C)[C@H](CN(C)C(=O)Nc1ccc(F)cc1)O2,0.1,0,-15,-3,-1,-22,1,-3[16.7 µM]
COc1cccc(S(=O)(=O)N[C@@H]2C=C[C@@H](CC(=O)NCc3ccc(Cl)cc3)O[C@@H]2CO)c1,1.5,2,0,-1,8,0,-1,.
CCCCNc1c(N2CCN(C(=O)OCC)CC2)c(=O)c1=O,0.2,0,-11,-19,-1,-1,-3,-1
COCC#Cc1ccc2c(c1)O[C@H](CN(C)C(=O)C1CC1)[C@H](C)CN([C@H](C)CO)S2(=O)=O,-0.3,0,-3,2,4,-12,0,3[16.7 µM]
Cc1noc(C)c1NC(=O)N(C)C[C@@H]1Oc2ccc(NC(=O)Nc3cccc4ccccc34)cc2C(=O)N([C@@H](C)CO)C[C@H]1C,-0.1,1,-7,2,-3,-9,2,1[16.7 µM]
Nc1nnc(Cc2ccccc2)s1,-0.1,-8,7,-6,-1,.,.,1
COc1cc(OC)cc(C(=O)N2CCC(n3c(C)nc4cc(F)ccc43)CC2)c1,.,-2,2,-2,-3,.,.,.
O=[N+]([O-])c1cccc(/C=N/N=C\c2ccccc2)c1,.,6,-5,1,1,-2,3,-4
C[C@@H]1CN([C@H](C)CO)C(=O)c2cc(NS(=O)(=O)c3cccs3)ccc2O[C@@H](C)CCCCO[C@H]1CN(C)Cc1ccc(Cl)c(Cl)c1,-0.2,1,7,-2,13,-12,-4,-13[16.7 µM]
CCCCCc1nnc(NC(=O)OCCC)s1,.,0,1,-4,2,.,.,15
CCOc1ccc(N(CC(=O)Nc2ccc(C)c(C)c2)S(=O)(=O)c2c(C)noc2C)cc1,.,-2,-31,-6,0,-18,1,1
CCC(=NCc1ccco1)c1c(C(F)(F)F)[nH]n(-c2nc3ccccc3s2)c1=O,.,-2,8,4,-9,.,.,7
Cc1[nH]c2ccccc2c1Cc1n[nH]c(=S)n1C,.,-1,7,-9,-1,.,.,-8
CCOC(=O)CSc1nc(C(C)C)nc2ccccc12,.,0,-23,6,2,.,.,2
O=C(CSc1nnnn1C1CCCC1)Nc1cccc(NC(=O)c2ccco2)c1,.,2,-1,7,-2,.,.,0
CN(Cc1cccs1)C(=O)CN1CCN(S(=O)(=O)c2ccc3c(c2)OCCCO3)CC1,.,-1,.,-4,-1,-11,4,-14
COc1ccc(CC(=O)Nc2ccc(S(=O)(=O)N3CCC(C)CC3)cc2)c(OC)c1,-0.1,-2,-16,-5,5,-33,1,1
CC(C)CCNC(=O)C1CCC(=O)N1C(C)C (stereo not given),.,1,2,3,0,.,.,-2
COc1ccccc1C#Cc1cnc2c(c1)C(=O)N([C@@H](C)CO)C[C@H](C)[C@H](CN(C)C(=O)c1ccc3c(c1)OCO3)O2,-0.3,-2,6,1,-2,-1,-3,-18[16.7 µM]
COc1cc(NC(=O)C2CCN(S(=O)(=O)c3cccc4nonc34)CC2)cc(OC)c1,.,4,-3,-4,1,.,.,-2
Cc1cc(C)n2c(SCC(=O)NC3CCCCC3C)nnc2n1 (stereo not given),.,4,1,-6,1,-2,2,.
O=C(C[C@@H]1CC[C@H]2[C@@H](COC[C@H](O)CN2C(=O)c2cnccn2)O1)NCc1ccc(Oc2ccccc2)cc1,0.1,-3,2,-3,0,.,.,3[16.7 µM]
Cc1cccc(C)c1NC(=O)CCCSc1nnnn1C,.,-1,-12,0,3,.,.,-16
O=Cc1cn(CC(O)Cn2cc(C=O)c3ccccc32)c2ccccc12,0.0,8,-1,1,-3,-11,2,.
C[C@H]1CN([C@@H](C)CO)S(=O)(=O)c2ccc(C#CC3CCCC3)cc2O[C@H]1CN(C)C(=O)Cc1ccccc1,-0.3,-1,-23,3,0,-6,0,-1[16.7 µM]
COCCn1c(Sc2nc(C)cs2)nc2c1c(=O)[nH]c(=O)n2C,.,3,2,1,-13,.,.,-3
C[C@H]1CN([C@@H](C)CO)C(=O)Cc2cc(NC(=O)CCN3CCOCC3)ccc2O[C@@H]1CN(C)C(=O)Nc1ccc(C(F)(F)F)cc1,-0.2,-1,27,-5,1,-8,0,-7[16.7 µM]
C[C@@H]1CCCCO[C@H](CN(C)C(=O)NC2CCCCC2)[C@@H](C)CN([C@@H](C)CO)C(=O)c2cc(NS(C)(=O)=O)ccc2O1,.,1,-8,-4,4,.,.,2[16.7 µM]
Cc1cc(C(=O)COC(=O)c2ccc(O)cc2)c(C)n1CC(F)(F)F,0.5,0,4,-2,-5,-7,-3,-3
Cc1ccc(NC(=O)CC(=O)Nc2ccc(C)cc2C)c(C)c1,-0.1,1,-3,10,-1,-6,-2,-5
CCCC#Cc1ccc2c(c1)O[C@H](CN(C)CCC)[C@H](C)CN([C@H](C)CO)S2(=O)=O,0.8,-2,-19,5,63,-13,0,16[16.7 µM]
COc1ccc(C2(C)NC(=O)N(CC(=O)c3ccc4c(c3)OCO4)C2=O)cc1 (stereo not given),-0.4,1,.,-11,-2,-18,1,.
Cc1nnc(SCC(=O)Nc2sccc2C(N)=O)n1Cc1ccccc1,.,-1,-1,-16,0,-5,-2,3
COc1ccccc1NC(=O)C(CC(C)C)NC(=O)C1CCCCC1 (stereo not given),.,-4,1,-1,1,.,.,24
O=c1c2c([N+](=O)[O-])cc([N+](=O)[O-])cc2sn1Cc1ccccc1,0.2,2,.,-11,-1,-23,88*,.
NS(=O)(=O)c1ccc(CNC(=O)c2ccc(Cl)c(S(=O)(=O)NCc3ccccc3)c2)cc1,-0.1,2,-1,-11,0,-4,1,11
CC(=O)Nc1ccc(S(=O)(=O)Nc2cc(C)c(-n3nc4ccccc4n3)cc2O)cc1,.,2,31,1,-3,.,.,-3
O=C(NCCCC1CCCC1)C1CCC(=O)N(Cc2cccc(F)c2)C1 (stereo not given),-0.4,-3,-10,0,0,9,-3,-8
CC(C)CCNC(=O)CCn1nc(-c2ccc(Cl)cc2)ccc1=O,0.2,-6,.,-17,3,-7,-4,-1
CC(C)CCC(=O)Nc1cc(S(=O)(=O)N2CCOCC2)ccc1N1CCCC1,0.0,3,.,0,0,-25,-1,2
CC(=O)c1ccc(OC2(C)CCN(Cc3ccccc3OC(F)F)C2)cc1 (stereo not given),0.5,6,2,6,-2,-4,3,-2
COc1cc(CNc2ccc3[nH]c(=O)[nH]c3c2)ccc1OCC(=O)NC(C)(C)C,.,-8,0,6,3,.,.,-5
CCOC(=O)N1CCC(NC(=O)c2sc(-n3cccc3)nc2C)CC1,.,-7,-25,-1,7,.,.,-4
O=C(c1ccc(Br)o1)N1CCCc2ccccc21,.,-3,12,7,-6,.,.,-4
O=C1COc2ccc(C(=O)COC(=O)c3cc(S(=O)(=O)N4CCOCC4)ccc3F)cc2N1,-0.1,-1,-2,6,3,-19,1,-4
Cc1ccc(NC(=O)CN(C)Cc2nc3c(Br)cc(Br)cc3c(=O)[nH]2)cc1,0.0,1,9,5,-2,-25,3,.
C[C@H](CO)N1C[C@H](C)[C@H](CN(C)C(=O)C2CCCCC2)OCCCC[C@H](C)Oc2ccc(NC(=O)Nc3ccc(F)cc3)cc2C1=O,0.2,-1,14,-5,0,5,1,-5[16.7 µM]
CCCN(C)C[C@@H]1Oc2ncc(C#Cc3cccc(OC)c3)cc2C(=O)N([C@H](C)CO)C[C@@H]1C,-0.2,.,3,.,.,53*,0,.
Cc1noc(C)c1NC(=O)Nc1ccc2c(c1)C(=O)N([C@H](C)CO)C[C@H](C)[C@@H](CN(C)Cc1ccc(C(F)(F)F)cc1)OCCCC[C@H](C)O2,-0.2,3,-10,4,1,-18,3,20[16.7 µM]
CC(C)c1ccc(OCCCCN2CCCCC2)cc1,0.1,5,6,5,1,-16,-9,.
CCC1S/C(=C(\C#N)C(=O)NCc2ccco2)N(c2ccc(Br)cc2)C1=O (stereo not given),.,6,1,-6,4,.,.,-2
CCOc1cc(/C=N/N2CCOCC2)ccc1OCc1ccc(C(=O)OC)o1,0.0,4,.,-1,-3,-13,-2,-7
N#C/C(C(=O)Nc1ccc(Cl)cc1)=C(/S)Nc1ccccc1,.,14,.,-2,0,-14,4,5
O=C(O)C1CCN(S(=O)(=O)c2ccc(N3CCC(O)CC3)c([N+](=O)[O-])c2)CC1,0.0,0,4,0,1,-9,0,-1
